CHT block – human CHT choline transport inhibition; AID 488975; B-score at 10 µM; CHT-expressing cells, membrane potential dye, choline response; active compounds read low; hit rate 0.86% among 310,000; Q9GZV3;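 active = B-score over 3 SD under the library average, and starting fluorescence ratio not unusually high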;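 also: choline stimulus applied at its EC90 after an EC20 pre-addition; B-score computed on integrated fluorescence ratio after choline addition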
Target sequence (Q9GZV3 whole entry, looked up): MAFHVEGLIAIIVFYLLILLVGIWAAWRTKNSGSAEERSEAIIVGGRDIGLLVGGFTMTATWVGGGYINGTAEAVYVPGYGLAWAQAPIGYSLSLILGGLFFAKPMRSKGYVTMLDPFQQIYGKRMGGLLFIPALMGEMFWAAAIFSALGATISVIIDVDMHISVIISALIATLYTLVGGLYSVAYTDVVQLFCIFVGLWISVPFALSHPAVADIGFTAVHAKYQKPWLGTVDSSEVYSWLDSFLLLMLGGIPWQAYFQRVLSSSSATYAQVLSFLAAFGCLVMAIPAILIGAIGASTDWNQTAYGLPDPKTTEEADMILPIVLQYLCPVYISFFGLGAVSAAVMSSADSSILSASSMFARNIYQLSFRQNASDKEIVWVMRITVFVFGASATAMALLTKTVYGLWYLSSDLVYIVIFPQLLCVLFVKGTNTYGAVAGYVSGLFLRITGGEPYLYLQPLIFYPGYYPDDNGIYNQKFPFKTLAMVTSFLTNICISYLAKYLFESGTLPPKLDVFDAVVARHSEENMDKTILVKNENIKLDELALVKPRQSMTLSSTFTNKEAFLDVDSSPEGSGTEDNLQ
Kir21 inh – Kir2.1 (mouse) channel inhibition; P35561; HEK293-Kir2.1, FluxOR thallium flux fluorescence; active compounds read low; B-score at 10 µM; hit rate 0.85% among 310,000;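 active = fluorescence ratio B-score at or below minus 3 SD of library scores, with starting-brightness B-score within 2 SD, cut at about -4.2 in these data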;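 also: channel flux triggered by added potassium and thallium sulfate stimulus; B-score of peak minus minimum fluorescence over baseline after thallium stimulus; more negative B-score means stronger Kir2.1 block with less thallium influx; some compounds called inactive have numbers as strong as hits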
Target sequence (P35561 whole entry, looked up): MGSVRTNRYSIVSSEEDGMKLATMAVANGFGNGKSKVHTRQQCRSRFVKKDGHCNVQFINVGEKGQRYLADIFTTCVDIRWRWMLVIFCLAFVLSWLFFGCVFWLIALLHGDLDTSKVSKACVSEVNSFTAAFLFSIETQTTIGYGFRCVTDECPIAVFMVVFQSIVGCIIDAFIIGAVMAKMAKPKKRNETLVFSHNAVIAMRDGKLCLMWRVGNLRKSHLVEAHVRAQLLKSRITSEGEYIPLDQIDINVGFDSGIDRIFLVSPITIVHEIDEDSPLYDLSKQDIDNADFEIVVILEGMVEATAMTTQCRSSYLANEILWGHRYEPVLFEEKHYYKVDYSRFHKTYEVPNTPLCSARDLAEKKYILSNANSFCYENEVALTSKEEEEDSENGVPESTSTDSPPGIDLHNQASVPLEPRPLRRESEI
* = called active by the depositor; i = inactive; . = no result given.

SMILES	CHT block	Kir21 inh
COc1ccccc1/C=C/C(=O)OCC(=O)NCCC1=CCCCC1	i	0.87
Cc1ccccc1N1CCN(C2CCCN(C(=O)c3ccnn3C)C2)CC1 (stereo not given)	i	-0.77
COc1ccc(C)cc1N(C(=O)CNC(=O)c1ccco1)C(C(=O)NC1CCCC1)c1cccnc1 (stereo not given)	i	0.31
CN(C)S(=O)(=O)c1ccc(C(=O)OCCn2cnc3c2c(=O)n(C)c(=O)n3C)cc1	i	0.71
Cc1ccc(NC(=O)COc2cccc(-n3cnnn3)c2)cc1[N+](=O)[O-]	i	-0.31
Cc1cc(C)c(S(=O)(=O)Nc2ccc(O)c(Sc3ncn[nH]3)c2)c(C)c1	i	-1.3
COc1ccc(-c2cc(C(F)F)n3ncc(C(=O)NCC4CCCO4)c3n2)cc1 (stereo not given)	i	-0.25
CC1(C)N=C(N)NC(Nc2ccccc2Cl)=N1	i	-1.77
C=CCNC(=S)Nc1cccc2ccccc12	i	-0.61
CCCOc1ccc(C(CC(=O)O)NC(=O)CC(c2ccccc2)c2ccccc2)cc1 (stereo not given)	-6.77*	1.11
COc1ccc(NC(=O)C2CCCN(C(=O)NC3CCCCC3)C2)cc1OC (stereo not given)	i	-0.84
CNC(=O)COC(=O)c1cc(NC(=O)c2ccco2)c(OC)c(OC)c1	i	2.18
CCCC(=O)Nc1ccc(-c2cn3cccnc3n2)cc1	i	1.47
CCn1cc(C(=O)N2CCc3ccccc3C2)c(=O)c2cc(S(=O)(=O)N3CCCCC3)ccc21	i	-0.98
Cc1ncc(S(=O)(=O)C(C)(C)C)c(N)n1	i	1.45
N#Cc1cnn(Cc2ccc(Cl)cc2)c1N	i	-0.26
C=CCc1cc(Cl)ccc1OCCCNCCO	i	-5.44*
O=C(NNC(=O)c1ccccc1O)c1ccco1	i	0.38
Cc1nn(CC(=O)Nc2ccc3c(c2)nc(CN2CCCCC2)n3C)c(=O)c2ccccc12	i	-0.96
c1ccc(CSCc2cn3ccsc3n2)cc1	i	1.04

The last 3 records of the section above are carried over, then new ones follow:
SMILES	CHT block	Kir21 inh
O=C(NNC(=O)c1ccccc1O)c1ccco1	i	0.38
Cc1nn(CC(=O)Nc2ccc3c(c2)nc(CN2CCCCC2)n3C)c(=O)c2ccccc12	i	-0.96
c1ccc(CSCc2cn3ccsc3n2)cc1	i	1.04
CCOc1ccccc1/C=N/NC(=O)c1cccc(S(=O)(=O)N2CCOCC2)c1	i	1.55
O=C(CCc1nnc(Cc2c[nH]c3ccccc23)o1)NC1CCCC1	i	-0.46
COC(=O)c1ccc(C2Nc3ccc(/C(C)=N/NC(=O)C(OC)c4ccccc4)cc3C3C=CCC32)cc1 (stereo not given)	i	-0.36
COc1cccc(CNCCc2c[nH]c3ccccc23)c1OCc1ccc(F)cc1	i	-11.5*
CC(C)CC(=O)Nc1cccc(C(C)O)c1 (stereo not given)	i	-0.08
CC(C)NCC(O)COc1cccc2ccccc12 (stereo not given)	i	-0.47
CC1CCN(C(=O)Cn2c(=O)n(Cc3ccco3)c(=O)c3sccc32)CC1	i	0.12
COC(=O)c1c(S(=O)(=O)N2CCOCC2)c(C)n(C)c1C	i	0.03
CCOc1cc(N(CC)CC)ccc1/C=C(/C#N)c1nc2ccccc2[nH]1	i	-4.75
COc1ccc(Cl)cc1N1C(=N)SCC1=O	i	0.46
Cc1cccc(CCNC(=O)CN(C)S(=O)(=O)c2cnc[nH]2)c1	i	1.33
CC(=O)NCCC(=O)Nc1cc(S(=O)(=O)N2CCCCC2)ccc1Oc1cccc(C)c1	i	-0.08
COc1ccc(C(C)NC(=O)c2ccncc2)cc1 (stereo not given)	i	-0.66
COc1ccc(CC(=O)O/N=C(\N)c2ccccn2)cc1OC	i	0.02
C[N+](C)(C)C/C=C1/COCO1	i	-0.01
O=C(NNC(=O)c1ccc(O)cc1O)c1ccc(-c2ccccc2)cc1	i	-2.96
CCC(C(=O)Nc1ccon1)c1ccccc1 (stereo not given)	i	-1.04
Cc1csc(NC(=O)C2CCCN(S(=O)(=O)c3cnc[nH]3)C2)n1 (stereo not given)	i	-1.32
COc1ccc(CCNC(=O)c2cccnc2)cc1	i	-0.07
Cn1c2ccccc2c2nnc(SCC(=O)NCc3ccoc3)nc21	i	-0.33

Six entries from above in another layout.
Every second line gives: CHT block, Kir21 inh
> O=C(CCc1nnc(Cc2c[nH]c3ccccc23)o1)NC1CCCC1
 : i, -0.46
> COC(=O)c1ccc(C2Nc3ccc(/C(C)=N/NC(=O)C(OC)c4ccccc4)cc3C3C=CCC32)cc1 (stereo not given)
 : i, -0.36
> COc1cccc(CNCCc2c[nH]c3ccccc23)c1OCc1ccc(F)cc1
 : i, -11.5*
> CC(C)CC(=O)Nc1cccc(C(C)O)c1 (stereo not given)
 : i, -0.08
> CC(C)NCC(O)COc1cccc2ccccc12 (stereo not given)
 : i, -0.47
> CC1CCN(C(=O)Cn2c(=O)n(Cc3ccco3)c(=O)c3sccc32)CC1
 : i, 0.12

(list continues)
SMILES	CHT block	Kir21 inh
O=C(CNC(=O)c1ccco1)Nc1ccc(S(=O)(=O)N2CCCC2)cc1	i	-0.04
Cc1ccc(SCCN2CCN(Cc3ccccc3)CC2)cc1	i	-4.35
Cc1c(/C=N/Nc2ccc(F)cc2)c(O)n(C)c(=O)c1C#N	i	1.16
CN1CC(=O)N(CC(=O)N2N=C(c3ccc(Cl)cc3)CC2c2ccco2)C1=O (stereo not given)	i	0.19
O=C(c1ccc(NS(=O)(=O)c2ccccc2)cc1)N1CCCC1	i	0.17
CCN1CCN(C(=O)Cn2c(=O)sc3ccccc32)CC1	i	0.91
O=C(NC1CCCC1)c1ccccc1OCc1ccccc1	i	-4.1
Oc1c(CN2CCOCC2)cc(COCc2ccccc2)c2cccnc12	i	-2.42
COc1ccc(C(=O)Nc2nnc(C(F)(F)F)s2)cc1	i	-0.43
Cc1ccc(CNC(=O)CN(C(=O)C2(C)CC(=O)N=C3C=CC=CN32)c2cc(C)ccc2C)cc1 (stereo not given)	i	0.93
O=C(CSc1nnc(NC(=O)c2ccccc2)s1)NC1CCCC1	i	-0.24
COc1ccc(-n2c(=S)[nH]c3cc(C(=O)Nc4ccc(OC)c(OC)c4)ccc3c2=O)cc1	i	1.48
Cc1ccc(C(=O)COC(=O)c2cn3ccccc3n2)cc1	i	-1.51
Cc1cc(C)n(-c2ccc(Cl)c(C(=O)Nc3cc(C(F)(F)F)ccc3Cl)n2)n1	i	-0.68
CCOc1ccc(NC(=O)Nc2nnc(CC)s2)cc1	i	1.24
CCc1ccc(/C=C2\SC(=S)N(CCC(=O)NCCCN3CCOCC3)C2=O)cc1	i	0.18
CCCC(=O)Nc1c2c(nn1-c1ccccc1)CSC2	i	0.61
O=C(C1CCN(S(=O)(=O)c2cnc[nH]2)CC1)N1CCN(Cc2ccc3c(c2)OCO3)CC1	i	.
Cc1ccc(CC(NC(=O)c2ccccc2)C(=O)N2CCCC2C(=O)O)cc1 (stereo not given)	i	-0.03
C[C@H](NC(=O)c1ccccc1F)C(=O)N1CCC2(CC1)NCCc1[nH]cnc12	i	0.1
CC(C)(C)c1ccc(C(=O)c2c[nH]c(C(=O)NCc3cccs3)c2)cc1	i	-1.18
CC(C)OC(=O)C(C)Nc1n[nH]c(=S)[nH]c1=O (stereo not given)	.	0.95
Cc1ccc(CNC(=O)C2CCCN(S(=O)(=O)c3ccc(F)cc3)C2)cc1 (stereo not given)	i	0.77
Cc1c(CCC(=O)NCCCC(=O)O)c(=O)oc2cc3oc4c(c3cc12)CCCC4	i	1.36
CCc1cc2c(SCC(=O)N(C)C3CCS(=O)(=O)C3)ncnc2s1 (stereo not given)	i	-0.38
CC(OC(=O)C1=COCCO1)C(=O)Nc1ccc(Oc2ccccc2)cc1 (stereo not given)	i	-1.36
CCCS(=O)(=O)N1CCC(C(=O)NCc2ccccc2Cl)CC1	i	.
CCOc1cc(NC(=S)NCCCN2CCOCC2)c(OCC)cc1NC(=O)c1ccco1	i	-0.88
Cc1ccc(-c2noc(-c3ccccc3F)n2)cc1	i	-0.75
COCCNC(=O)C1CCN(C(=O)c2cc3sccc3n2Cc2ccc(F)cc2)CC1	i	1.24
CC(CS(=O)(=O)c1ccccc1[N+](=O)[O-])N1CCOCC1 (stereo not given)	i	-1.48
Cn1c(SCC(=O)N2CCOCC2)nc2c(c1=O)SCC2	i	-1.43
CCCNS(=O)(=O)c1ccc(CCC(=O)NCc2ccc3c(c2)OCO3)cc1	i	-0.8
Cc1cc(=O)n2c(n1)NC(Nc1cccc(C)c1C)=NC2c1ccc(F)cc1 (stereo not given)	i	0.17
Cc1ccc(CSc2nnnn2C)cc1	i	-2.02
CN(C(=O)c1ccncc1)C1CC(C)(C)N(O)C(C)(C)C1	i	0.6
CCCCn1nc(NC(=O)c2cccs2)c2cc3cc(OC)ccc3nc21	i	-0.6
Cc1csc(N(C(=O)c2ccc(S(=O)(=O)N(C)C)cc2)c2ccccc2)n1	i	-0.02
CCOc1ccccc1N1CCN(C(=O)CNC(=O)c2ccc(OC)c(OC)c2)CC1	i	2.09
C[C@H](NC(=O)c1nc[nH]c1C(=O)NCCCCCNC(=O)OC(C)(C)C)C(=O)OCc1ccccc1	i	1.95
Cc1ccc(-n2ccnc2SCC(=O)O)cc1C	i	0.24
Cc1cc(C(F)F)n2ncc(C(=O)O)c2n1	i	1.28
CCOC(=O)c1c(C)[nH]c(C)c1S(=O)(=O)NCC1CCN(Cc2cccc(F)c2)CC1	i	-0.49
O=C(Nc1ccc2ncccc2c1)c1ccccc1	i	0.52
Cc1ccc(-n2ncc3c(=O)n(CC#N)cnc32)cc1C	i	-0.76
CN1CCN(CC(=O)Nc2ccccc2C(F)(F)F)CC1	i	-0.05
CCOC(=O)NNC(=O)NCCCCCCNC(=O)NNC(=O)OCC	i	0.3
Cc1ccc(NCc2cccnc2)c(Br)c1	i	-1.29
O=C(CSc1nc2ccccc2s1)NCc1ccc2c(c1)OCO2	i	-0.63
CC(=O)NC(CC(=O)NCC(=O)Nc1ccc(F)c(F)c1)c1ccccc1 (stereo not given)	i	-1.8
CCCCc1nc2ccccc2[nH]1	i	0.02
CCOC(=O)CSc1ccc2nnc(-c3ccccc3)n2n1	i	-2.06
Cc1c(C(=O)NCCN(C)C)oc2ccc(S(=O)(=O)N3CCCC3)cc12	i	0.71
COC/C=C/C1=CC2=CC(=O)C(C)(OC(=O)c3cnc4ccccc4n3)C(=O)C2=CN1C1CCCC1 (stereo not given)	i	0
Cc1cc(=O)c2cc3nc(-c4cccnc4)oc3c(Br)c2o1	i	-0.17
OCCc1c[nH]c2cc(F)ccc12	i	2.48
O=C(O)CSc1nnc(-c2ccc3c(c2)OCO3)n1-c1ccccc1	i	-0.07
C[C@H](N)C(=O)N1CCC(C(=O)N[C@@H](Cc2ccccc2)C(=O)Nc2ccc(F)cc2)CC1	i	-2.13
NC(=O)C[N+]1(CC#CC(O)(c2ccccc2)c2ccccc2)CCCC1	i	-0.32
Fc1ccccc1N1CCN(CCCNc2ccc3nncn3n2)CC1	i	1.24

The list goes on.
SMILES	CHT block	Kir21 inh
Cc1ccc(Oc2cc(NC(=O)CCCn3nc([N+](=O)[O-])cc3C)cc([N+](=O)[O-])c2)cc1	i	0.05
O=c1[nH]c(/C(Cl)=C/c2c(F)cccc2Cl)nc2cc(Cl)ccc12	i	-0.77
COc1ccc(NC(=O)CN2CCN(CC(=O)Nc3ccccc3Cl)CC2)cc1Cl	i	-0.49
COCCn1c(SCC(=O)N2CCC(C)CC2)nc2c([nH]c3ccccc32)c1=O	i	0.04
Cc1nc2ccccn2c1C(=O)N/N=C/c1cc(C)n(-c2ccc(Br)cc2)c1C	i	-1.5
CCn1c2c(c3cc(C(=O)O)ccc31)CCCC2=O	i	0.98
COc1ccccc1CNC(=O)C1CCN(S(=O)(=O)N2CC(C)CC(C)C2)CC1 (stereo not given)	i	0.37
O=C1CCC([N+](=O)[O-])C(c2cc3c(cc2Br)OCO3)N1 (stereo not given)	i	0.52
COc1ccc(-c2nc(SC(CC(=O)NCCN3CCOCC3)c3cccs3)n[nH]2)cc1 (stereo not given)	i	0.14
O=C(Nc1nncs1)c1cccc(S(=O)(=O)N2CCCC2)c1	i	1.05
CCOC(=O)c1ccc(CC(=O)c2ccc(O)cc2O)o1	-6.04*	-0.26
O=c1[nH]c(/C=C\c2ccc(O)c(Cl)c2)nc(O)c1[N+](=O)[O-]	i	-1.32
Cc1ccc2oc(C(F)(F)C(F)F)cc(=O)c2c1	i	-0.21
CCCCCOc1ccc(N2C(=O)C3C4C=CC(C3C2=O)N(C)C4=O)cc1 (stereo not given)	i	1.49
COc1cccc(/C=N/NC(=O)C(=O)N2CCCC2)c1OC	i	3.16
Cc1ccc(S(=O)(=O)Cc2cc(F)c([N+](=O)[O-])cc2[N+](=O)[O-])cc1	-6.4*	-0.24
CC1(C)Cc2c(cnn2-c2cccc(F)c2)C(NC(=O)c2cc[n+]([O-])cc2)C1 (stereo not given)	i	-1.46
CCOC(=O)Cc1nnc2c(Nc3ccc(C)cc3)nc3nonc3n12	i	1.52
NNC(=O)c1ccc(-c2cccc([N+](=O)[O-])c2)o1	i	-0.84
S=C(NCc1cccs1)NCC1CCCO1 (stereo not given)	.	0.14
Cc1csc2ncnc(NNC(=O)c3ccc(Cl)cc3)c12	i	0.58
CCC(=O)Nc1cccc(NC(C)=O)c1	.	0.73
O=C(Nc1ccc(Cl)cc1C(=O)N1CCCCC1)c1ccco1	i	-1.86
Cc1ccccc1NC(=O)c1ccc([N+](=O)[O-])o1	i	3.18

Rewritten in CSV form: four of the compounds above
SMILES,CHT block,Kir21 inh
Cc1csc2ncnc(NNC(=O)c3ccc(Cl)cc3)c12,i,0.58
CCC(=O)Nc1cccc(NC(C)=O)c1,.,0.73
O=C(Nc1ccc(Cl)cc1C(=O)N1CCCCC1)c1ccco1,i,-1.86
Cc1ccccc1NC(=O)c1ccc([N+](=O)[O-])o1,i,3.18

High-throughput results as filed in PubChem BioAssay.
